Rab2 wt GTP – changes GTP binding to wildtype dog Rab2A, up or down. GTP binding activity, % at 10 µM. 0.19% of 190,000 active. P61105. AID 760. GST-Rab2 wt beads, Bodipy-GTP binding, flow cytometry;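 active = GTP binding activity at least 20 points away from 100%, either lowered or raised; inconclusive = signal likely due to the compound's own green fluorescence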;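 note: 0% = beads with excess unlabeled GTP and 100% = no-compound control corrected for plate trend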
Rab7 wt GTP bind – dog Rab7 wildtype GTP binding, inhibitors and activators. 0.055% of 190,000 active. GTP binding activity (percent of control), % at 10 µM. GST-Rab7 beads, fluorescent GTP binding, flow cytometry; actives lie on both sides; untreated = 100%, excess cold GTP = 0%;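 active = fluorescent GTP binding to Rab7 beads changed by at least 20 points from the 100% baseline, either direction, mostly lower; inconclusive = compound itself probably fluorescent, or too few beads counted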;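 note: median green fluorescence of bound Bodipy-FL-GTP per Rab7 bead population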
Cdc42 wt – modulators (inhibitors or activators) of GTP binding to human Cdc42 wildtype; AID 761; GST-Cdc42 beads, Bodipy-GTP binding, flow cytometry; actives lie on both sides; percent activity (GTP binding), % at 10 µM; P60953; 0.2% of 190,000 active;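 active = percent activity GTP binding at least 20 points away from the 100% baseline, either down as inhibitor or up as activator; inconclusive = compound flagged as likely green fluorescent from well-wide comparison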;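 note: median bead fluorescence of bound Bodipy-FL-GTP at 100 nM; 0% = excess unlabeled GTP control and 100% = no compound control; below 100% means less GTP binding so inhibitor and above means activator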
Target sequence (P60953 whole entry, looked up): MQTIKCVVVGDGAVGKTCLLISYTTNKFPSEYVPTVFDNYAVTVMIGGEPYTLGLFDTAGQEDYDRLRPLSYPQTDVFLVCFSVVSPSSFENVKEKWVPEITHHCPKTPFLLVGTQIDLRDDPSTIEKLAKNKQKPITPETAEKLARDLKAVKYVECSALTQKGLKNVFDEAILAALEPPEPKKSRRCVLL
Rac1 wt GTP bind – modulators of human Rac1 wildtype GTP binding; GTP binding activity (% of control), % at 10 µM; 0.27% of 190,000 active; GST-Rac1 beads, fluorescent GTP binding, flow cytometry; actives lie on both sides; 0 = cold GTP competed, 100 = untreated;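 active = GTP binding activity at least 20 points away from the 100% control level, either lower or higher; inconclusive = compound flagged as likely green fluorescent, judged across all proteins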
HRas wt GTP bind – modulators of GTP binding to human HRas wildtype. P01112. GST-Ras wt beads, Bodipy-FL-GTP binding, flow cytometry; actives lie on both sides. GTP binding activity, % at 10 µM. 0.14% of 190,000 active;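 active = GTP binding activity at least 20% away from the 100% baseline, either lowered as inhibitor or raised as activator; inconclusive = flagged as likely green fluorescent, judged across all proteins in the well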;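 note: 0% = unlabeled GTP competition control and 100% = no-compound control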
Target sequence (P01112 whole entry, looked up): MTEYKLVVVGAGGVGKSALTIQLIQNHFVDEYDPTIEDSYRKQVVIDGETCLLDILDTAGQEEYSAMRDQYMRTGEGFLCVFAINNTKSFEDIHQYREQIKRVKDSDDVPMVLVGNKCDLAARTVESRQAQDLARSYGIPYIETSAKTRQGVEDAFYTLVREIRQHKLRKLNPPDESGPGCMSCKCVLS
Bfl-1 Bim block – inhibitors of Bim-Bfl-1 interaction, human; Q16548; inhibition, % at 10 µM; AID 1008; 0.12% of 190,000 active; Bead-based flow cytometry, Bim-Bfl-1 binding inhibition;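 note: 0% = wells without compound plus tracer and 100% = blocker peptide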
Bcl-2 Bim block – disrupts Bim peptide binding to human Bcl-2; Bead-based flow cytometry, Bim peptide-Bcl-2 binding; inhibition, % at 10 µM; 0.06% of 190,000 active; in the data active = inhibition above about 40%; inconclusive = no clear call, values can overlap the other calls;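 note: 0% = no compound wells with probe peptide and 100% = reference peptide inhibitor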
Target sequence (P10415 whole entry, looked up): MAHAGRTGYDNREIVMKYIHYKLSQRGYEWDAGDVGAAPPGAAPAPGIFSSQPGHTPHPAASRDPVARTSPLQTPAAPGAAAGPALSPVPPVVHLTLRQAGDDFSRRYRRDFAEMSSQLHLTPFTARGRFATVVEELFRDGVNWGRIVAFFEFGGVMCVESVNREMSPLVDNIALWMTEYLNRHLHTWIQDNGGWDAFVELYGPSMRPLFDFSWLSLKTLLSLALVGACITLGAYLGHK
Bim-Bcl-W – disrupts Bim peptide binding to human Bcl-W; Q92843; bead-based flow cytometry; inhibition, % at 10 µM; 0.02% of 190,000 active;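 note: 0% = bound tracer without compound and 100% = peptide blocker; higher means less fluorescent Bim peptide bound to Bcl-W beads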
Target sequence (Q92843 whole entry, looked up): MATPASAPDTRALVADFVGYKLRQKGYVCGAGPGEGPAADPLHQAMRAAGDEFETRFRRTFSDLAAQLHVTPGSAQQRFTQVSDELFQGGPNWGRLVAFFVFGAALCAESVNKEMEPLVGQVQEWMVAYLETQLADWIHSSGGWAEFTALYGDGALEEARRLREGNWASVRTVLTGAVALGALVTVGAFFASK
Bcl-XL Bim block – disrupts Bim peptide binding to human Bcl-XL | 0.04% of 190,000 active | inhibition, % at 10 µM | AID 1007 | bead flow cytometry, fluorescence
Bim-Bcl-B – human Bim-Bcl-B interaction inhibition | bead-based flow cytometry, Bim peptide-Bcl-B binding | inhibition, % at 10 µM | 0.073% of 190,000 active;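 note: 0% = tracer peptide without compound and 100% = reference inhibitor peptide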
Target sequence (Q9HD36 whole entry, looked up): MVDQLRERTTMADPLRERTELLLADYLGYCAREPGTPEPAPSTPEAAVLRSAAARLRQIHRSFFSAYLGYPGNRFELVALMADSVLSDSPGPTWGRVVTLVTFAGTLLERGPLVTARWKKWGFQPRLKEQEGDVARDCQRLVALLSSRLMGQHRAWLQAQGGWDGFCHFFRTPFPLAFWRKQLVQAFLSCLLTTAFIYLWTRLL
Rac1 mut GTP – modulators of GTP binding to human Rac1 activated mutant; GST-Rac1 activated beads, fluorescent GTP binding, flow cytometry; actives lie on both sides; 100% means binding = to untreated wells; percent activity (GTP binding), % at 10 µM; 0.11% of 190,000 active;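 active = GTP binding at least 20 percentage points away from the 100% baseline, in either direction, so actives lie on both sides; inconclusive = Compound likely fluorescent itself, or too few beads counted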
* marks the source's active call; other numbers are inactive results; u = inconclusive. Cut-off read from the data, not from the text of the source, unless noted: active = inhibition above about 40%. This is a random part of the collection; any-hit rate near 0.62%.

SMILES | Rab2 wt GTP | Rab7 wt GTP bind | Cdc42 wt | Rac1 wt GTP bind | HRas wt GTP bind | Bfl-1 Bim block | Bcl-2 Bim block | Bim-Bcl-W | Bcl-XL Bim block | Bim-Bcl-B | Rac1 mut GTP
CCOC(=O)c1c(NC(=O)CSc2nnnn2-c2ccc3c(c2)OCCO3)sc(C)c1C | 101 | 98 | 101 | 103 | 102 | -11 | -8 | 1 | 7 | -9 | 100
Cc1cc(-c2nnc(-c3cc4ccccc4oc3=O)o2)c(C)n1-c1ccccc1 | 107 | 105 | 107 | 110 | 105 | -12 | -8 | 0 | -7 | -5 | 103
CC(C)=N/N=C(\c1cccc([N+](=O)[O-])c1)C12CN3CN(CN(C3)C1)C2 | 100 | 102 | 100 | 104 | 102 | 0 | 3 | -2 | -3 | -2 | 98
CCc1nc2ccccc2[nH]1 | 101 | 99 | 100 | 105 | 101 | -21 | -11 | -2 | -12 | -11 | 99
Cc1ccc(OCC(=O)NNC(=O)CCc2ccccc2)cc1 | 101 | 97 | 103 | 98 | 101 | 1 | 0 | -1 | -2 | 1 | 97
Cc1cc(C)nc(NS(=O)(=O)c2ccc(NC(=O)CCN3C(=O)c4ccccc4C3=O)cc2)n1 | 104 | 105 | 101 | 101 | 101 | 3 | 2 | 2 | 3 | 5 | 100
Cc1cc([N+](=O)[O-])ccc1NC(=O)c1ccc(NC(=O)C(C)C)cc1 | 96 | 98 | 96 | 102 | 97 | -4 | -4 | -2 | 0 | -1 | 97
COc1ccc(-n2c(=O)[nH]cc(C(=O)Nc3ccc4c(c3)OCCO4)c2=O)cc1 | 96 | 95 | 101 | 99 | 98 | -12 | -16 | 21 | 11 | 3 | 96
CC1=C(C)C(=O)N(c2ccccn2)C1=O | 101 | 104 | 99 | 101 | 100 | 0 | 0 | 3 | 1 | 2 | 96
CC(C)c1ccc(N(CC(=O)NCC2CCCO2)C(=O)Cn2nnc(-c3cccs3)n2)cc1 (stereo not given) | 94 | 94 | 94 | 100 | 94 | -6 | -2 | -1 | -1 | -5 | 92
COc1ccc(S(=O)(=O)Nc2ccc(S(=O)(=O)N3CCOCC3)cc2)cc1 | 100 | 101 | 101 | 102 | 100 | -12 | -2 | -2 | -5 | -6 | 98
COC(=O)C1CCN(c2cc(=O)n(C3CCCCC3)c(=O)[nH]2)CC1 | 99 | 100 | 102 | 105 | 101 | -11 | -4 | -3 | -3 | -8 | 101
COc1ccc(-c2csc(NC(=O)c3ccc(N4C(=O)CCC4=O)cc3)n2)cc1 | 98 | 95 | 99 | 98 | 97 | 5 | 1 | 0 | 1 | 2 | 95
Cc1c(-c2ccc(Br)cc2)[n+](=O)c2c(n1[O-])CCCC2 | 96 | 100 | 93 | 95 | 95 | 7 | -1 | 9 | 4 | 2 | 92
Cc1ccc(SC(C)C(=O)Nc2ccccc2C(=O)N2CCOCC2)cc1 (stereo not given) | 102 | 102 | 102 | 101 | 101 | 0 | 0 | 0 | 0 | 1 | 99
COc1ccc(C(=O)NC(C(=O)NCC2CCCO2)C(C)C)cc1 (stereo not given) | 92 | 93 | 91 | 94 | 91 | -7 | 0 | -6 | -5 | -3 | 94
COC(=O)/C=C/C(=O)N1CCN(c2ccccc2)CC1 | 101 | 100 | 97 | 100 | 100 | 1 | 0 | -1 | -3 | -4 | 97
COc1ccc(-c2cc(C(=O)O)c(C)o2)cc1OC | 95 | 95 | 100 | 102 | 100 | -7 | 3 | 3 | -2 | -4 | 97
CCN(CC(=O)Nc1c(C(=O)OC)[nH]c2ccccc12)c1ccc2c(c1)OCO2 | 97 | 98 | 99 | 98 | 98 | 2 | 0 | -2 | -7 | 1 | 97
COC(=O)CCn1c(C)cc(C(=O)COc2ccccc2C(N)=O)c1C | 102 | 106 | 97 | 101 | 101 | -3 | 1 | 7 | 2 | 0 | 99
CCC(CC)C(=O)Nc1cccc(C(=O)Nc2nccs2)c1 | 98 | 99 | 100 | 105 | 99 | -17 | -10 | -2 | -6 | -11 | 100
Cc1cc(-c2ccccc2)nc(N(C)NC(=O)c2ccc(Cl)cc2)c1S(C)(=O)=O | 101 | 100 | 105 | 110 | 103 | -14 | -4 | 4 | 11 | -5 | 101
CC(=O)N1CCN(C(=S)NC(=O)C23CC4CC(CC(C4)C2)C3)CC1 | 100 | 104 | 98 | 104 | 99 | -6 | -4 | -2 | -2 | -8 | 99
O=C(Cn1c(=O)n2ncnc2c2c3c(sc21)CCCC3)c1ccccc1 | 101 | 101 | 102 | 104 | 100 | -5 | -8 | 0 | -3 | -5 | 103
CCCCC(CC)CNC(=O)c1cc2ccccc2c(=O)o1 (stereo not given) | 99 | 98 | 101 | 104 | 96 | 1 | 4 | 0 | -4 | -8 | 98
CN(C)CCCN(C(=O)c1sc2ccccc2c1Cl)c1nc2c(F)cccc2s1 | 103 | 98 | 106 | 105 | 102 | -6 | -5 | -5 | -7 | -9 | 104
COc1ccc(OCC(=O)N2CCN(c3cccc(Cl)c3)CC2)cc1 | 101 | 103 | 102 | 101 | 101 | -1 | -1 | -1 | -2 | -2 | 99
Cc1ccc(S(=O)(=O)c2ccc(Cl)cc2)cc1S(=O)(=O)NC(C(=O)O)C(C)C (stereo not given) | 98 | 94 | 97 | 102 | 98 | -1 | 0 | 0 | -3 | -4 | 98
O=C(CN1C(=O)NC2(CCCCC2)C1=O)Nc1ccc2c(c1)CCC2 | 96 | 95 | 97 | 100 | 95 | -2 | 2 | 0 | -2 | -2 | 96
COc1ccc(COc2ccccc2C(=O)NCc2ccccc2)cc1F | 99 | 97 | 98 | 102 | 98 | -9 | -9 | -2 | -6 | -3 | 98

Four entries from above, with each value named.
CC(C)c1ccc(N(CC(=O)NCC2CCCO2)C(=O)Cn2nnc(-c3cccs3)n2)cc1 (stereo not given)
- Rab2 wt GTP: 94
- Rab7 wt GTP bind: 94
- Cdc42 wt: 94
- Rac1 wt GTP bind: 100
- HRas wt GTP bind: 94
- Bfl-1 Bim block: -6
- Bcl-2 Bim block: -2
- Bim-Bcl-W: -1
- Bcl-XL Bim block: -1
- Bim-Bcl-B: -5
- Rac1 mut GTP: 92

Cc1ccc(OCC(=O)NNC(=O)CCc2ccccc2)cc1
- Rab2 wt GTP: 101
- Rab7 wt GTP bind: 97
- Cdc42 wt: 103
- Rac1 wt GTP bind: 98
- HRas wt GTP bind: 101
- Bfl-1 Bim block: 1
- Bcl-2 Bim block: 0
- Bim-Bcl-W: -1
- Bcl-XL Bim block: -2
- Bim-Bcl-B: 1
- Rac1 mut GTP: 97

CCc1nc2ccccc2[nH]1
- Rab2 wt GTP: 101
- Rab7 wt GTP bind: 99
- Cdc42 wt: 100
- Rac1 wt GTP bind: 105
- HRas wt GTP bind: 101
- Bfl-1 Bim block: -21
- Bcl-2 Bim block: -11
- Bim-Bcl-W: -2
- Bcl-XL Bim block: -12
- Bim-Bcl-B: -11
- Rac1 mut GTP: 99

COc1ccc(-n2c(=O)[nH]cc(C(=O)Nc3ccc4c(c3)OCCO4)c2=O)cc1
- Rab2 wt GTP: 96
- Rab7 wt GTP bind: 95
- Cdc42 wt: 101
- Rac1 wt GTP bind: 99
- HRas wt GTP bind: 98
- Bfl-1 Bim block: -12
- Bcl-2 Bim block: -16
- Bim-Bcl-W: 21
- Bcl-XL Bim block: 11
- Bim-Bcl-B: 3
- Rac1 mut GTP: 96

Compound profiles (already shown). Order of screens: Rab2 wt GTP, Rab7 wt GTP bind, Cdc42 wt, Rac1 wt GTP bind, HRas wt GTP bind, Bfl-1 Bim block, Bcl-2 Bim block, Bim-Bcl-W, Bcl-XL Bim block, Bim-Bcl-B, Rac1 mut GTP
Shown for COC(=O)CCn1c(C)cc(C(=O)COc2ccccc2C(N)=O)c1C = 102, 106, 97, 101, 101, -3, 1, 7, 2, 0, 99
Shown for CCN(CC(=O)Nc1c(C(=O)OC)[nH]c2ccccc12)c1ccc2c(c1)OCO2 = 97, 98, 99, 98, 98, 2, 0, -2, -7, 1, 97

Additional structures
SMILES | Rab2 wt GTP | Rab7 wt GTP bind | Cdc42 wt | Rac1 wt GTP bind | HRas wt GTP bind | Bfl-1 Bim block | Bcl-2 Bim block | Bim-Bcl-W | Bcl-XL Bim block | Bim-Bcl-B | Rac1 mut GTP
O=C(Nc1ccc(Cc2ccncc2)cc1)C1CCC(N2C(=O)C3C4C=CC(C4)C3C2=O)CC1 (stereo not given) | 94 | 94 | 94 | 94 | 97 | -1 | -3 | -2 | -2 | -2 | 93
Cc1cc2c(cc1C)NC(c1ccccn1)C1=C(CC(C)(C)CC1=O)N2 (stereo not given) | 98 | 96 | 97 | 98 | 96 | 0 | 1 | 0 | -1 | 0 | 95
COc1ccccc1-c1c(C#N)c(N)nc2c1CCc1ccccc1-2 | 100 | 97 | 101 | 100 | 99 | -1 | -3 | -3 | -4 | -6 | 99
Cc1ccsc1/C=N/N=C1\C(=O)Nc2ccccc21 | 98 | 95 | 98 | 98 | 99 | -7 | -15 | -1 | -5 | -8 | 97
CN(C)c1ccc(NS(=O)(=O)c2cccc(Cl)c2)cc1 | 96 | 101 | 98 | 104 | 99 | 10 | 8 | 13 | 8 | 11 | 100
O=C(COC(=O)c1cccc(C(=O)OCC(=O)c2ccc(Br)cc2)n1)c1ccc(Br)cc1 | 104 | 98 | 105 | 106 | 104 | 0 | 2 | -1 | 0 | -2 | 102
Cc1ccn2c(Nc3ccccc3C)c(-c3ccncc3)nc2c1 | 99 | 102 | 102 | 105 | 100 | -3 | -3 | -4 | -7 | -6 | 99
COc1cccc(C2CC(c3ccc(C)cc3)Nc3nc(N)nn32)c1 (stereo not given) | 98 | 98 | 101 | 107 | 98 | -8 | -4 | -6 | -10 | -9 | 99
CCOC(=O)/C(=C\c1ccc(Cl)cc1)c1nc2sc(C)c(C)c2c(=O)[nH]1 | 91 | 94 | 83 | 94 | 92 | 17 | 10 | 13 | 20 | 12 | 88
Cc1ccc(C(=O)N/N=C(\CC(C)C)c2ccccc2)cc1 | u | u | u | u | u | -18 | -11 | -1 | -5 | -9 | u
CCNC(=S)Nc1ccc(Cl)cc1 | 105 | 103 | 100 | 106 | 105 | 0 | 1 | 0 | -1 | -4 | 104
COc1ccc(-n2cc(C#N)c(=O)n(Cc3ccc(F)cc3)c2=O)cc1 | 96 | 95 | 96 | 99 | 97 | -8 | -1 | 2 | -2 | -4 | 97
CCC(CC)NC(=O)c1ccc(Cl)cc1 | 96 | 98 | 98 | 103 | 99 | -2 | -4 | -5 | -7 | -6 | 100
CCCN(CCC)S(=O)(=O)c1cc(Br)cc2c1N(C(=O)CC)CC2 | 105 | 101 | 102 | 100 | 104 | -5 | -6 | -5 | -11 | -7 | 101
CCc1ccccc1NC(=O)CN(C)C(=O)CSc1nn(-c2ccc(F)cc2)c(=S)s1 | 94 | 96 | 98 | 97 | 96 | -7 | -10 | -3 | -10 | -9 | 94
